GPR55 activation – GPR55 agonists via beta-arrestin recruitment, primary screen, imaging, U2OS cells, beta-arrestin-GFP redistribution (AID 1961); U2OS GPR55 beta-arrestin-GFP redistribution imaging; higher % means a stronger effect; activation, % at 10 µM, or EC50 in µM where a hit was titrated; actives 0.048% (n = 290,000);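 active means activation above 40% with more than 50 cells counted in the well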;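 further: U2OS osteosarcoma cells stably expressing GPR55 and beta-arrestin-GFP; plate controls were DMSO negative control for no effect and LPI positive control for full effect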
Rac1 GTP hydrolysis – MgcRacGAP GTPase-activating activity inhibitors, confirmation, biochemical, ADP Hunter fluorescence; inhibition, % at 30 µM; hits with a dose series show IC50 in µM; actives 0.6% (n = 340,000); MgcRacGAP-stimulated Rac1 GTP hydrolysis, ADP Hunter fluorescence; higher % means a stronger effect; GST-tagged Rac1 F28L mutant substrate;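 active means first-screen hits whose inhibition reached a set limit at any dose in the follow-up dose series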;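 further: fluorescence reports GDP produced by GAP-driven GTP hydrolysis; strong numbers were not always called active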
NOD1 inhibition – NOD1 signaling inhibitors, primary screen, cell-based, luminescence, uHTS (AID 1578); NOD1-driven NF-kB luciferase reporter cells, luminescence; higher % means a stronger effect; inhibition, % at 4 µM, or EC50 in µM where a hit was titrated; actives 1% (n = 290,000); in the data active means inhibition mostly above about 36%, no sharp cut-off; inactive means mostly below about 34%;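 further: HEK-293T reporter cells stimulated with the NOD1 agonist gamma-tri-DAP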
GPR55 LPI antagonism – GPR55 antagonists blocking LPI-driven arrestin recruitment, primary screen, imaging, U2OS, beta-arrestin-GFP, LPI agonist (AID 2013) | G-protein coupled receptor 55 (Homo sapiens) | U2OS GPR55 beta-arrestin-GFP translocation imaging, LPI antagonism; higher % means a stronger effect | inhibition, % at 10 µM, or IC50 in µM where a hit was titrated | actives 0.13% (n = 290,000);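 active means spots per cell inhibited over 60%, with over 100 cells counted and total cytoplasm intensity under 500,000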;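 further: U2OS cells stably carrying GPR55 and arrestin-GFP stimulated by 5 µM LPI near EC80; imaged beta-arrestin-GFP aggregate spots per cell after agonist stimulation; plate controls were LPI-stimulated DMSO wells for no effect and DMSO wells without LPI for full effect; some results filed as inactive read as strong as hits; confirmed hits need IC50 under 10 µM and bright autofluorescent wells are also inconclusive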
K1F lysis inhibition – inhibition of K1F phage lysis, E. coli UTI89, bacterial capsule biogenesis inhibitors, alamar blue (AID 488966); E. coli UTI89 K1F phage lysis, alamar blue, 2 h; higher % means a stronger effect; inhibition, % at 100 µM, or IC50 in µM where a hit was titrated; actives 0.02% (n = 340,000);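 active means phage lysis inhibition, versus mean bacterial control, above a set limit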;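 further: capsule biogenesis inhibitors block K1F phage lysis so surviving cells raise fluorescence; higher fluorescence means more inhibition of phage lysis; actives were called in the ten point dose series up to 300 µM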
NTR1 ag – agonists of NTR1, primary screen, imaging, U2OS cells, beta-arrestin-GFP, high content (AID 493036). actives 0.17% (n = 330,000). activation, % at 20 µM. NTR1-U2OS beta-arrestin-GFP spot imaging, agonist mode. Neurotensin receptor type 1 (Homo sapiens), P30989;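 active means activation at or above 40% of the spot to cytoplasm intensity ratio, with at least 20 cells analyzed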;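 further: 0% = DMSO without peptide and 100% = 100 nM NTR1 peptide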
Target sequence (P30989 whole entry, looked up): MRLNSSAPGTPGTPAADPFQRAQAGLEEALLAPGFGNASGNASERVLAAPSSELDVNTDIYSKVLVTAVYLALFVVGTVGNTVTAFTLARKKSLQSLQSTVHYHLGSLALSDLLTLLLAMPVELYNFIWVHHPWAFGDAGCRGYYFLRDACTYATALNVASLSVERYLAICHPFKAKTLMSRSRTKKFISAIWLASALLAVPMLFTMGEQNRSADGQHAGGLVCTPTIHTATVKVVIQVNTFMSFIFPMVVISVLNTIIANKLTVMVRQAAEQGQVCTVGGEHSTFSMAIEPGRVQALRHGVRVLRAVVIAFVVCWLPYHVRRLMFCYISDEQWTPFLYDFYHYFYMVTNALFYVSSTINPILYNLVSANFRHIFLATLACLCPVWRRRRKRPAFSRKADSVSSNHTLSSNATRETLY
KOR beta-arrestin-1 – KOR antagonists, beta-arrestin recruitment, cell-based, luminescence, uHTS (AID 1778); KOR beta-arrestin recruitment, luminescence, antagonist mode; higher % means a stronger effect; inhibition, % at 10 µM, or IC50 in µM where a hit was titrated; actives 0.091% (n = 290,000); in the data active means inhibition above about 50%; further: strong numbers were not always called active
KOR beta-arrestin-2 – KOR agonists, beta-arrestin recruitment, primary screen, cell-based, luminescence, uHTS (AID 1777); Kappa-type opioid receptor (Homo sapiens); KOR beta-arrestin recruitment, luminescence; higher % means a stronger effect; one-dose activation, % at 10 µM; EC50 in µM for titrated hits; actives 0.02% (n = 280,000); in the data active means activation above about 50%, passing the limit was not always enough; further: a part of the inactive calls stands beside numbers as strong as those of hits
GPR35 arrestin U2OS – GPR35 antagonists blocking zaprinast-driven arrestin recruitment, primary screen, imaging, U2OS, beta-arrestin-GFP, zaprinast agonist (AID 2058). actives 0.052% (n = 290,000). inhibition, % at 10 µM; hits with a dose series show IC50 in µM. U2OS GPR35 beta-arrestin-GFP translocation imaging, zaprinast antagonism; higher % means a stronger effect;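 active means inhibition of at least 50% with at least 30 cells and total cytoplasm GFP at most 10,000,000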
NTR1 ag cell count 20 µM – recorded beside NTR1 ag, whose call it bears; cell count; measured here: cell count, cytotoxicity flag
Active calls of the source: *; · = no result given; [ ] = remark or other dose.

SMILES | GPR55 activation | Rac1 GTP hydrolysis | NOD1 inhibition | GPR55 LPI antagonism | K1F lysis inhibition | NTR1 ag | NTR1 ag cell count 20 µM | KOR beta-arrestin-1 | KOR beta-arrestin-2 | GPR35 arrestin U2OS
NS(=O)(=O)c1ccc(NC(=O)CSc2ncn[nH]2)cc1 | -0.2% | 3% | -19% | 9% | -0.3% | -1.1 | 94 | -12% | 1.2% | -12%
O=C(CC1CCCCC1)Nc1c2c(nn1-c1ccc(F)cc1)CS(=O)(=O)C2 | 0.1% | 3% | -6% | 2% | -0.9% | -1.8 | 73 | -2% | -0.8% | 5%
CCCn1c(SCC(=O)NCc2ccco2)nc2c1c(=O)n(C)c(=O)n2C | 0.2% | 14% | 8% | 1% | 0.4% | -1.7 | 85 | 27% | -1.0% | -1%
CCCOc1ccc(C(=O)Nc2ccc(N3CCN(C(C)=O)CC3)cc2)cc1 | 0.7% | 4% | -23% | -5% | 1.2% | -2.1 | 90 | 40% | -2.0% | -10%
COc1ccc2c(c1)CC/C(=C\c1ccc(OC)c(Cn3cccn3)c1)C2=O | 0.3% | 4% | 53% | -2% | 0.4% | 11 | 93 | -9% | -0.1% | -7%
CC(=O)[C@@H]1[C@@H](C(=O)c2ccccc2)[C@]2(C(=O)Nc3ccccc32)[C@H]2C=Cc3cc(F)ccc3N12 | -0.1% | -5% | -16% | 16% | 4.6% | -0.1 | 53 | 17% | -1.3% | -12%
Cn1c(N)c(C(=O)COC(=O)c2ccc3c(c2)C(=O)N(c2ccc(Cl)cc2)C3=O)c(=O)n(C)c1=O | -0.1% | -3% | -5% | 15% | 0.9% | 4.9 | 51 | -71%[20 µM] | 0.7% | -7%
CN(C)S(=O)(=O)c1ccc(C(=O)Nc2nc(-c3cccs3)cs2)cc1 | -0.1% | 17% | 55% | 11% | -0.7% | 8.3 | 60 | -26% | 21% | 7%
O=[N+]([O-])c1cc(Br)c(O)c(C=Nc2ccc(N3CCOCC3)cc2)c1 | -0.5% | 55% | 26% | -1% | -0.6% | -1.0 | 46 | -32% | 1.8% | -9%
Cc1ccc(CN2CCN(c3ncccn3)CC2)c(C)c1 | -0.4% | 16% | -4% | 7% | 0.6% | -0.6 | 52 | -30%[20 µM] | -5.0% | 8%
CC(=O)Nc1ccc(NC(=O)C/C(C)=N/NC(N)=S)cc1 | 0.0% | 5% | 9% | -7% | -1.3% | 0.7 | 50 | -15% | 3.5% | 18%
Nc1c(C(=O)N/N=C/c2ccccc2Cl)oc2nc(-c3ccccc3)cc(-c3ccco3)c12 | -0.2% | · | -7% | 14% | · | -1.5 | 47 | 9% | 2.5% | 2%
CC(c1ccccc1)N1CCc2[nH]c(=S)[nH]c(=O)c2C1 (stereo not drawn) | 0.2% | 2% | -18% | 9% | 0.0% | -0.1 | 43 | 18% | -3.3% | -1%
CC(C)C(NC(=O)/C=C/c1ccc(F)cc1)C(C)C | 0.2% | 7% | 16% | 13% | 1.0% | -0.3 | 47 | -4% | 8.6% | 7%
CCC(=O)c1ccc(N2CCN(C(=O)c3cc([N+](=O)[O-])ccc3N3CCN(C)CC3)CC2)c(F)c1 | -0.2% | 3% | · | 4% | 1.1% | 0.5 | 51 | 0% | 0.3% | -4%
Cc1cccc(OC(=O)CN2C(=O)C3C4CCC(C4)C3C2=O)c1C (stereo not drawn) | -0.1% | 4% | 8% | 8% | 5.5% | -1.1 | 53 | -15% | 1.9% | 3%
Cn1c(=O)c2c(nc(SCC(=O)NCc3ccc4c(c3)OCO4)n2Cc2ccccc2)n(C)c1=O | 0.1% | 4% | · | 16% | 4.0% | 3.1 | 48 | 15% | 1.5% | -9%
CC(C)OC(=O)CSc1nc2c(c(C3CC=CCC3)c1C#N)CCC2 (stereo not drawn) | -0.1% | -1% | -2% | -29% | 0.1% | 3.7 | 55 | 25% | -9.9% | -12%
CCc1nc(N2CCCC2)c(C#N)c2c1CCCC2 | 1.0% | 4% | 21% | 9% | 2.0% | 13 | 88 | 18% | -1.4% | -4%
COc1ccc(OC)c(NC(=O)C2CCN(S(=O)(=O)c3ccc4c(c3)CC(C)N4C(C)=O)CC2)c1 (stereo not drawn) | -0.4% | 7% | -1% | 6% | 1.5% | 0.0 | 70 | -27% | 7.0% | 4%
COc1cccc2cc(C(=O)N(Cc3cccs3)CC3CCCO3)c(=O)oc12 (stereo not drawn) | 0.7% | -8% | 10% | 8% | -0.4% | 1.3 | 41 | -24% | -3.2% | 1%
O=C(O)CCCCCNS(=O)(=O)c1ccc(Cl)cc1 | 0.2% | -2% | -18% | -2% | 1.2% | 1.2 | 46 | -8% | -1.3% | 4%
CC(C)(C)S(=O)(=O)c1cnc2c(-c3ccc(Cl)cc3)cnn2c1N | 0.0% | 2% | 0% | 12% | 0.3% | 3.4 | 70 | 12% | -1.4% | 8%
COc1ccc(/C=C2\COc3ccccc3C2=O)c(OC)c1 | 1.3% | 5% | -27% | -4% | 0.2% | 1.9 | 47 | -37% | 0.5% | -13%
CC1CCN(S(=O)(=O)c2ccc3c(c2)oc(=O)n3CC(=O)N2c3ccccc3CC2C)CC1 (stereo not drawn) | -0.2% | 6% | -29% | -6% | 0.8% | -0.3 | 85 | 18% | 2.6% | 8%
COc1cccc(Cn2cnc3c([N+](=O)[O-])c(C)c(C)cc32)c1 | -0.3% | 11% | -15% | 5% | -0.7% | 0.7 | 40 | 5% | -6.2% | -6%
CC(C)(C)C(=O)Nc1ccc(Oc2ccc3c(c2)C(=O)N(c2ccc(O)cc2)C3=O)cc1 | -0.1% | 7% | 3% | 11% | -0.1% | 2.1 | 82 | -27% | 1.2% | -3%
CC(C)[C@H](NC(=O)c1ccc(Cl)c([N+](=O)[O-])c1)C(=O)NCc1ccc(F)cc1 | -0.1% | 9% | -20% | 13% | 1.0%[50 µM] | 5.7 | 40 | 11% | 2.3% | 5%
COc1ccc(OCCN(C)CC(=O)Nc2c(C)cccc2C)cc1 | 0.0% | 25% | -4% | 17% | 0.3%[50 µM] | · | · | 18% | -0.9% | -3%
CC(=O)N1CCc2cc(S(=O)(=O)NC(C(=O)NC3CCCc4ccccc43)C(C)C)ccc21 (stereo not drawn) | -0.1% | 3% | -8% | 3% | 0.4% | -1.3 | 80 | -28% | -0.7% | 1%

Gathered by group: the entries above with two or more sulfur atoms (two)
SMILES | GPR55 activation | Rac1 GTP hydrolysis | NOD1 inhibition | GPR55 LPI antagonism | K1F lysis inhibition | NTR1 ag | NTR1 ag cell count 20 µM | KOR beta-arrestin-1 | KOR beta-arrestin-2 | GPR35 arrestin U2OS
NS(=O)(=O)c1ccc(NC(=O)CSc2ncn[nH]2)cc1 | -0.2% | 3% | -19% | 9% | -0.3% | -1.1 | 94 | -12% | 1.2% | -12%
CN(C)S(=O)(=O)c1ccc(C(=O)Nc2nc(-c3cccs3)cs2)cc1 | -0.1% | 17% | 55% | 11% | -0.7% | 8.3 | 60 | -26% | 21% | 7%

Of the compounds above, four contain an aryl thioether with sulfur outside any ring:
SMILES | GPR55 activation | Rac1 GTP hydrolysis | NOD1 inhibition | GPR55 LPI antagonism | K1F lysis inhibition | NTR1 ag | NTR1 ag cell count 20 µM | KOR beta-arrestin-1 | KOR beta-arrestin-2 | GPR35 arrestin U2OS
NS(=O)(=O)c1ccc(NC(=O)CSc2ncn[nH]2)cc1 | -0.2% | 3% | -19% | 9% | -0.3% | -1.1 | 94 | -12% | 1.2% | -12%
CCCn1c(SCC(=O)NCc2ccco2)nc2c1c(=O)n(C)c(=O)n2C | 0.2% | 14% | 8% | 1% | 0.4% | -1.7 | 85 | 27% | -1.0% | -1%
Cn1c(=O)c2c(nc(SCC(=O)NCc3ccc4c(c3)OCO4)n2Cc2ccccc2)n(C)c1=O | 0.1% | 4% | · | 16% | 4.0% | 3.1 | 48 | 15% | 1.5% | -9%
CC(C)OC(=O)CSc1nc2c(c(C3CC=CCC3)c1C#N)CCC2 (stereo not drawn) | -0.1% | -1% | -2% | -29% | 0.1% | 3.7 | 55 | 25% | -9.9% | -12%

More results:
SMILES | GPR55 activation | Rac1 GTP hydrolysis | NOD1 inhibition | GPR55 LPI antagonism | K1F lysis inhibition | NTR1 ag | NTR1 ag cell count 20 µM | KOR beta-arrestin-1 | KOR beta-arrestin-2 | GPR35 arrestin U2OS
COc1cc(-c2cc(C(=O)NN3CCN(C)CC3)c3ccccc3n2)cc(OC)c1OC | 0.1% | · | 26% | 7% | · | 0.0 | 41 | 6% | 0.8% | 21%
C/C(CC(=O)Nc1ccc2c(c1)OCCO2)=N\NC(=O)c1ccccc1F | 0.7% | 5% | 1% | -10% | 0.0% | 4.0 | 51 | -43% | -0.8% | 11%
O=C(NCc1cccs1)c1cc(S(=O)(=O)N2CCOCC2)c(Cl)cc1Cl | -0.1% | 9% | -5% | 11% | 1.5%[50 µM] | -0.3 | 64 | -10% | 5.8% | 7%
O=C(NC(=S)Nc1cccc(NC(=O)c2ccccc2)c1)c1cccc([N+](=O)[O-])c1 | 0.2% | 13% | -11% | -7% | 4.2% | 0.6 | 39 | 26% | -1.7% | -4%
COc1ccc(OCC(=O)N2CCOCC2)cc1 | -0.1% | 2% | 4% | -11% | 2.6% | -0.8 | 32 | 17% | -5.7% | 0%
CN(C(=O)COc1nnc(-c2cccs2)c(-c2cccs2)n1)c1ccccc1 | 0.2% | -7% | -4% | 4% | -0.4% | 2.4 | 53 | -20% | 5.5% | -1%
COC(=O)c1ccc(CSc2ccc3nnc(-c4ccc(F)cc4)n3n2)o1 | -0.3% | 2% | -23% | -1% | 0.2% | 2.9 | 82 | -12% | -3.0% | -7%
Cc1ccnc2nc(C(=O)Nc3nnc(-c4ccc(Cl)cc4)o3)nn12 | -0.2% | 5% | -21% | 2% | 0.2% | -1.0 | 66 | -21% | -0.2% | -9%
O=C(O)C1CC=CCC1C(=O)Nc1cccc(Cl)c1 (stereo not drawn) | -0.2% | -4% | 15% | -4% | -0.5% | -0.9 | 61 | · | -5.1% | 8%
C[C@H](NC(=O)c1cc2cc(Cl)ccc2n1C)C(=O)N[C@@H](Cc1ccccc1)C(=O)O | 0.0% | 8% | -4% | 3% | 0.1% | -1.0 | 88 | -21% | -1.2% | 9%
Cc1cnc(NC(=O)c2ccncc2)s1 | 0.2% | 8% | -31% | 14% | 0.6% | 1.2 | 45 | -6% | -8.4% | -8%
O=C(NCCN1CCCCC1)/C(=C/c1ccco1)NC(=O)c1ccccc1 | -0.1% | -2% | -42% | -4% | 0.2% | -0.1 | 52 | -12% | 4.4% | -14%
CN=c1scc(-c2ccco2)n1/N=C/c1ccc(O)c(O)c1 | -0.3% | 30µM* | -27% | -4% | -2.8% | 3.6 | 90 | 19% | 1.2% | -8%

The list is partial; the hit share may differ from the screen's.
